# Source: PubChem
# DUSP3 inh: VHR1 phosphatase inhibitors, primary screen, biochemical, absorbance, uHTS. Dual specificity protein phosphatase 3 (Homo sapiens), P51452. recombinant VHR phosphatase, pNPP absorbance. inhibition, % at 13.3 µM. hit rate 0.52% among 290,000. AID 1654, 2009; in the data active means inhibition above about 50%; further: some compounds called inactive have numbers as strong as hits
# Target sequence (P51452 whole entry, looked up): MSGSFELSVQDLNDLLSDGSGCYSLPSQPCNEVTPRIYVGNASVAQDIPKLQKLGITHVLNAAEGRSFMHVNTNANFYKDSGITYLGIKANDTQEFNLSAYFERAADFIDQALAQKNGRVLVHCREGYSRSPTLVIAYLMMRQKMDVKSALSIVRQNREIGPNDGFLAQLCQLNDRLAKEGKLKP
# MazF activator: activators of E. coli MazEF toxin-antitoxin RNase, primary screen, biochemical, fluorescence, uHTS | hit rate 0.32% among 350,000 | FAM/BHQ RNA-DNA oligo cleavage fluorescence, 5 h | Endoribonuclease toxin MazF (Escherichia coli (strain K12)), P0AE70 | activation, % at 20 µM; in the data active means activation above about 50%
# Target sequence (P0AE70 whole entry, looked up): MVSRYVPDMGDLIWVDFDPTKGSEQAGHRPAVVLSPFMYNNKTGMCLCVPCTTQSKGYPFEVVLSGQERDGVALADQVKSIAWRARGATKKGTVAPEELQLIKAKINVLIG
# Mtb UGM inh: M. tuberculosis UGM enzyme inhibitors, primary screen, biochemical, fluorescence polarization, single point; AID 504406, 2011; hit rate 0.06% among 320,000; purified UGM, fluorescence polarization probe displacement; inhibition, % at 10 µM; in the data active means inhibition above about 10%, passing the limit was not always enough
# BH1578 lux ind: inducers of Vibrio cholerae quorum light production without autoinducers, primary screen, BH1578 luxS cqsA deficient, single point | V. cholerae BH1578 lux reporter, luminescence, 6 h | activation, % at 18.7 µM | hit rate 0.16% among 350,000 | AID 588436, 2011; in the data active means activation mostly above about 9.7%, no sharp cut-off; further: not every result past the cut was called active; inactives centre near 0; reference of the scale not given here
# 3CLpro inhibitor: SARS-CoV 3CLpro protease inhibitors, primary screen, biochemical, quenched FRET; inhibition, % at 6 µM; recombinant SARS-CoV 3CLpro, quenched FRET peptide cleavage; hit rate 0.14% among 290,000; Replicase polyprotein 1ab (Severe acute respiratory syndrome coronavirus), P0C6X7; in the data active means inhibition above about 12%
# Rv3671c inh: Rv3671c serine protease inhibitors, primary screen, biochemical, fluorescence polarization, M. tuberculosis H37Rv. hit rate 0.048% among 320,000. P9WHR9. inhibition, % at 5.96 µM; in the data active means inhibition above about 38%;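 further: extracellular domain of Rv3671c used as enzyme; 0% = enzyme with DMSO and 100% = no enzyme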
# Target sequence (P9WHR9 whole entry, looked up, the tested form may be a part): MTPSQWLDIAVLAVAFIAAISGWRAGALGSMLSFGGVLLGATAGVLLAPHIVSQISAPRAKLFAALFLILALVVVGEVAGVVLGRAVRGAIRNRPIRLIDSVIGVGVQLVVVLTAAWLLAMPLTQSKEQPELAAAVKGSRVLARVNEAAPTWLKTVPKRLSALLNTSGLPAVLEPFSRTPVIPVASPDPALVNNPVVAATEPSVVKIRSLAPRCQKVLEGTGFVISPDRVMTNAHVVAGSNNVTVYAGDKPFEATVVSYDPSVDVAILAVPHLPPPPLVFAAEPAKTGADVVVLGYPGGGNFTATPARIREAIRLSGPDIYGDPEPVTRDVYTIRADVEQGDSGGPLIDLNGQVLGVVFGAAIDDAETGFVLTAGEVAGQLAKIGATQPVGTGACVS
# FBA Mtb inh: Mtb FBA enzyme inhibitors, primary screen, biochemical, fluorescence, strain H37Rv; purified M. tuberculosis FBA, fluorescence read-out; inhibition, % at 1 µM; hit rate 2.3% among 360,000; AID 588726, 2011; in the data active means inhibition above about 27%;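 further: 0% = vehicle and 100% = reference inhibitor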
# Target sequence (P9WQA3 whole entry, looked up): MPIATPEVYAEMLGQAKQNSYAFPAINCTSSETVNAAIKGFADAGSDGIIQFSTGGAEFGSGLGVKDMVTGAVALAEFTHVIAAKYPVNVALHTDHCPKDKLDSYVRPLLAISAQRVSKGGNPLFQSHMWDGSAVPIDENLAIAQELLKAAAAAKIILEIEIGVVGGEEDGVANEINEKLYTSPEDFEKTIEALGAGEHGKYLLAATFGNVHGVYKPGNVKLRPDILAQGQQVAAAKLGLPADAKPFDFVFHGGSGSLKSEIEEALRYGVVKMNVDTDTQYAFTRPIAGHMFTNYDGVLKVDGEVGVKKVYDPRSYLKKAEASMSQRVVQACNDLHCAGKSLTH
# BioA inh: M. tuberculosis BioA enzyme inhibitors, primary screen, biochemical, plate reader, single point, HTS. hit rate 0.096% among 360,000. AID 602481, 2012. purified M. tuberculosis BioA enzyme. 7,8-diaminopelargonic acid synthase BioA (Mycobacterium tuberculosis). inhibition, % at 9.99 µM; in the data active means inhibition above about 40%
# PriA SSB inh: inhibitors of Klebsiella pneumoniae PriA binding to SSB C-terminal tail, primary screen, biochemical, AlphaScreen; PriA–SSB C-terminal tail interaction (Klebsiella pneumoniae); AlphaScreen SSBct-PriA binding, biotinylated peptide; inhibition, % at 33 µM; hit rate 0.6% among 430,000; in the data active means inhibition mostly above about 37%, no sharp cut-off; inactive means mostly below about 20%;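 further: plate controls were negative control peptide for no effect and reference peptide for full effect; strong numbers were not always called active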
# GDH-TPI inh: GDH-TPI coupling enzyme inhibitors, primary screen, artefact control for M. tuberculosis FBA inhibitor project, biochemical, absorbance, full deck | inhibition, % at 4.8 µM | hit rate 1.2% among 360,000 | GDH-TPI coupled enzyme counterscreen, NADH absorbance; in the data active means inhibition above about 30%;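 further: 0% = DMSO wells and 100% = wells lacking the enzyme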
# The depositor's hits bear a star; i = inactive; . = no result given.
no.	Compound	Rv3671c inh	3CLpro inhibitor	BioA inh	FBA Mtb inh	BH1578 lux ind	PriA SSB inh	Mtb UGM inh	MazF activator	DUSP3 inh	GDH-TPI inh
1	CS(=O)(=O)NCCNc1cc(Cl)ccc1[N+](=O)[O-]	1	-2	0.7	2	-0.1	14	0.8	12	-7	-1
2	Cc1ccc(C(=O)CSc2ccccn2)cc1	2	-4	-1.7	1	-1.0	-28	-0.4	-1	14	11
3	CCN(CC)CCCn1c2c(c(SCC(=O)Nc3nc4ccccc4s3)nc1=O)CCC2	0	.	-0.6	5	5.0	-3	0.1	11	.	4
4	COc1ccc(Nc2c(-c3ccco3)nc3cccc(C)n23)cc1	8	6	-0.7	3	-0.3	26	0.4	2	8	-4
5	CC1(C)C2CCC1(CS(=O)(=O)NC1CCCC1)C(=O)C2 (configuration not stated)	3	1	-1.0	-1	-0.3	5	-0.8	-13	4	18
6	CC(=O)Nc1ccc(C(=O)Nc2nc(-c3ccccn3)cs2)cc1	-15	-5	.	4	3.0	78*	-4.8	7	10	9
7	Cc1ccc(C2(C)NC(=O)N(CC(=O)N3c4ccccc4NC(=O)CC3C)C2=O)cc1 (configuration not stated)	5	.	-1.8	5	-2.1	3	-2.9	-8	.	9
8	C=CCN(c1ccccc1)S(=O)(=O)c1cccc(C(=O)NCC(c2ccc(OC)cc2)N2CCCCC2)c1 (configuration not stated)	.	.	-0.8	1	i	0	.	-5	.	-1
9	Cc1cccc(NC(=O)CSc2nnc(CN3CCOCC3)n2C)c1C	-2	-6	.	-2	1.1	-11	4.2	-18	14	2
10	Cc1ccc(C(=O)NCCCNC(=O)c2ccc(C)nc2)cc1	-11	2	-0.7	-1	-0.6	-8	-3.0	12	-7	-5
11	COc1ccc(-c2cn3c(C)c(C(=O)N4CCCc5ccccc54)sc3n2)cc1	-3	0	0.4	-2	-0.1	4	3.6	-7	.	22
12	CCNC(=S)N1CCCCC1CO (configuration not stated)	-2	3	.	-1	i	-10	1.1	7	-8	1
13	O=C(/C=C/c1ccc([N+](=O)[O-])cc1)Nc1ncc([N+](=O)[O-])s1	.	1	0.2	-2	i	7	.	-15	9	-1
14	CCC(=O)N1CC2(c3ccccc3)CN(C(=O)CC)CC(c3ccccc3)(C1)C2=O	8	0	.	3	0.8	-10	2.6	5	23	-9
15	CC(C)(C)OC(=O)C[C@H]1C/C=C\C[C@H](CC(=O)NCCO)C(=O)N[C@@H](c2ccccc2)COC1=O	0	.	-0.3	3	i	-8	-1.0	3	.	7
16	O=C(NCC1OCCCN1S(=O)(=O)c1cc(F)ccc1F)C(=O)NC1CCCC1 (configuration not stated)	-4	0	-0.9	1	i	1	-1.3	-1	14	-9
17	CC(=O)c1cccc(OCc2cc(C(=O)N(C)CCc3ccccn3)no2)c1	-9	-1	-0.4	4	-1.1	-4	-1.0	5	27	5
18	C/C(=N\NC(=O)c1nc2ccccn2c1C)c1cccc([N+](=O)[O-])c1	5	1	.	-1	-2.4	.	-0.8	21	18	13
19	O=C1c2cccc(OCC(=O)N3CCCc4ccccc43)c2CCN1Cc1cccnc1	4	1	.	1	i	-8	-1.1	9	2	3
20	COc1cccc(NC(=O)N2CCN(c3nc(-c4cccc(OC)c4)cs3)CC2)c1	-6	0	-1.6	2	-0.4	1	-2.3	-9	30	10
21	CCN(CC(=O)Nc1ccc(OC)cc1)C(=O)Cc1coc2cc(C)c(C)cc12	-2	.	0.1	0	i	4	-0.3	-19	.	1
22	CC(C)NC(=O)Cn1cc(C(=O)c2ccccc2)c2ccccc21	.	6	-0.8	-1	-0.5	-1	-1.3	-16	11	23
23	CN(c1ccc(OCC(=O)N2CCCC2)cc1)S(=O)(=O)c1ccc(Cl)cc1	1	.	0.8	3	-2.1	-8	0.8	3	.	4
24	CCCCn1c(-c2ccc(OC)cc2)nc2c(=O)n(C)c(=O)[nH]c21	1	1	.	58*	i	-16	-2.1	-1	21	-4
25	O=C(Nc1nnc(-c2ccco2)o1)C1CCCCC1	2	-5	0.5	1	-0.1	-11	3.9	6	-8	0
26	COc1cc(-c2cc3nc(NCCN(C)C)ccn3n2)cc(OC)c1OC	.	.	-2.6	2	i	.	.	.	.	9
27	Cc1ccc(S(=O)(=O)N2CCCCC2)cc1NC(=O)CN1C(=O)CN(C)C1=O	4	-1	.	-4	i	-13	0.1	6	-17	-11
28	CCOC(=O)C1(CC2CC2)CCN(Cc2cnc(-c3ccccc3C)nc2)CC1	2	-6	.	-3	-0.2	-9	2.6	-5	7	-1
29	Cc1ccc(CNC(=O)C2CCN(S(=O)(=O)c3cnc[nH]3)CC2)cc1	2	5	0.3	2	-0.7	-1	4.8	3	7	24
30	CCN1C(=O)C(CC(=O)Nc2ccc(Cl)cc2)N(NC(=O)c2ccncc2)C1=S (configuration not stated)	8	8	-1.8	3	-0.4	-8	2.1	-8	26	-2

# Nine compounds already listed, sorted by molar mass, ascending.
no.	Compound	Rv3671c inh	3CLpro inhibitor	BioA inh	FBA Mtb inh	BH1578 lux ind	PriA SSB inh	Mtb UGM inh	MazF activator	DUSP3 inh	GDH-TPI inh
1	CS(=O)(=O)NCCNc1cc(Cl)ccc1[N+](=O)[O-]	1	-2	0.7	2	-0.1	14	0.8	12	-7	-1
5	CC1(C)C2CCC1(CS(=O)(=O)NC1CCCC1)C(=O)C2 (configuration not stated)	3	1	-1.0	-1	-0.3	5	-0.8	-13	4	18
4	COc1ccc(Nc2c(-c3ccco3)nc3cccc(C)n23)cc1	8	6	-0.7	3	-0.3	26	0.4	2	8	-4
24	CCCCn1c(-c2ccc(OC)cc2)nc2c(=O)n(C)c(=O)[nH]c21	1	1	.	58*	i	-16	-2.1	-1	21	-4
29	Cc1ccc(CNC(=O)C2CCN(S(=O)(=O)c3cnc[nH]3)CC2)cc1	2	5	0.3	2	-0.7	-1	4.8	3	7	24
26	COc1cc(-c2cc3nc(NCCN(C)C)ccn3n2)cc(OC)c1OC	.	.	-2.6	2	i	.	.	.	.	9
11	COc1ccc(-c2cn3c(C)c(C(=O)N4CCCc5ccccc54)sc3n2)cc1	-3	0	0.4	-2	-0.1	4	3.6	-7	.	22
19	O=C1c2cccc(OCC(=O)N3CCCc4ccccc43)c2CCN1Cc1cccnc1	4	1	.	1	i	-8	-1.1	9	2	3
3	CCN(CC)CCCn1c2c(c(SCC(=O)Nc3nc4ccccc4s3)nc1=O)CCC2	0	.	-0.6	5	5.0	-3	0.1	11	.	4

# Exported with one line to a screen: part of the list above.
26	COc1cc(-c2cc3nc(NCCN(C)C)ccn3n2)cc(OC)c1OC
27	Cc1ccc(S(=O)(=O)N2CCCCC2)cc1NC(=O)CN1C(=O)CN(C)C1=O

assay / compound | 26 | 27
Rv3671c inh | . | 4
3CLpro inhibitor | . | -1
BioA inh | -2.6 | .
FBA Mtb inh | 2 | -4
BH1578 lux ind | i | i
PriA SSB inh | . | -13
Mtb UGM inh | . | 0.1
MazF activator | . | 6
DUSP3 inh | . | -17
GDH-TPI inh | 9 | -11

# Remaining list, next part
no.	Compound	Rv3671c inh	3CLpro inhibitor	BioA inh	FBA Mtb inh	BH1578 lux ind	PriA SSB inh	Mtb UGM inh	MazF activator	DUSP3 inh	GDH-TPI inh
31	O=C(N/N=C/c1cccc(Cl)c1Cl)Nc1ccccc1	1	0	0.9	-2	i	.	1.2	-1	-5	5
32	Cc1ccc2cc3c(N)[nH]nc3nc2c1	1	-4	-0.4	6	1.9	0	0.1	8	26	-3
33	Nc1c(C(=O)NCc2ccco2)c2nc3ccccc3nc2n1CCN1CCCCC1	-31	-2	0.3	91*	-0.3	-14	-0.5	-21	2	18
34	CCCOc1ccc(/C=N/NC(=O)CN2CCCCC2)cc1	-8	-1	-0.8	-1	i	.	1.0	4	22	3
35	Cc1sc(NC(=O)CS(=O)(=O)c2ccccc2)c(C#N)c1C	-25	.	-1.5	-5	-2.9	-8	-0.4	4	.	14
36	CC(C)/C=C/CN1CCN(CCCc2ccccc2)C(CCO)C1 (configuration not stated)	4	6	-0.6	-2	i	-17	1.2	-6	30	8
37	Cc1ccc(S(=O)(=O)NCC(=O)Nc2cccnc2)cc1C	-3	.	.	-2	i	-4	0.1	4	.	1
38	Cc1ccc2[nH]c(=O)c(CN(Cc3cccs3)Cc3nnnn3Cc3ccccc3)cc2c1	-28	3	-4.1	1	-0.4	-8	-0.8	-1	26	2
39	CCc1ccc(NC(=O)CN(c2ccccc2)S(=O)(=O)N(C)C)cc1	-3	-4	2.0	3	i	-9	3.5	2	11	-4
40	COc1cc(OC)cc(-c2cc3nc(C)c(CCC(=O)NC(C)CCc4ccco4)c(C)n3n2)c1 (configuration not stated)	-13	3	-1.4	3	-0.3	4	2.8	4	-2	0
41	Cc1oc2c(C)c3oc(=O)c(CCC(=O)N4C[C@H]5C[C@@H](C4)c4cccc(=O)n4C5)c(C)c3cc2c1C	1	-1	1.2	4	-0.6	.	3.4	4	13	6
42	Cc1cccc(CNC(=O)Cn2ccc3cc(S(=O)(=O)N4CCCCCC4)ccc32)c1	-12	2	-1.1	4	i	-4	-2.6	4	4	9
43	Cn1c2ccccc2c(=O)c2ccc(Cl)cc21	.	.	-0.2	106*	i	.	.	4	.	6
44	COc1ccc(N(C(=O)COc2ccc(F)cc2)S(=O)(=O)c2ccc(C)cc2)cc1	-4	2	-0.4	1	-0.3	-3	-1.2	-1	1	4
45	CCOc1ccc(-c2cc(C(=O)N3CCC(C)CC3)c3ccccc3n2)cc1	1	6	-0.6	14	0.0	9	-2.3	-2	10	-2
46	O=C(CCc1nc(-c2ccccc2)no1)NCc1ccco1	-8	-4	0.4	1	-0.5	-14	0.2	-10	32	0
47	O=C(NCCN1CCc2ccccc2C1)C1CCN(S(=O)(=O)N2CCCCC2)CC1	1	2	-1.3	2	-1.9	-19	0.0	4	26	12
48	CCOCCCNC(=O)C1CCN(C(=O)Nc2ccc(Cl)cc2)CC1	0	0	0.1	3	-0.3	-10	-2.3	3	4	2
49	O=C(CN(C(=O)CNC(=O)c1ccco1)c1ccc2c(c1)OCCO2)NC1CCCCC1	3	-2	.	-1	-0.5	3	-0.2	3	10	2
50	NCCSC1CC(=O)N(c2ccc(F)cc2)C1=O (configuration not stated)	7	3	0.2	-1	-2.0	-3	1.5	12	-11	-1
51	O=C(NCCS(=O)(=O)N1CCCCCC1)c1ccccc1	5	.	-0.9	-1	1.8	-11	0.8	2	.	-6
52	CCCCC12CN3CCN(CC(C3)/C1=N\NC(=O)Nc1ccccc1)C2	0	-1	.	2	i	.	-1.4	-3	8	2
53	Cc1cc(C)n(C(=O)CNc2ccc(C)c(C)c2)n1	5	0	-0.4	0	i	11	2.4	4	-9	8
54	O=C(Nc1ccc(N2CCN(C(=O)c3ccco3)CC2)cc1)c1cc(Br)ccc1Cl	10	.	-1.6	-4	-0.5	3	1.6	-2	.	5
55	CCOC(=O)N1CCC(NC(=O)CSCc2nc(-c3cccc(OC)c3)oc2C)CC1	1	-1	-1.1	4	.	-3	0.0	3	-2	-4
56	CCc1ccc(C(=O)NNC(=O)C2CSC3(C)CCC(=O)N23)cc1 (configuration not stated)	9	.	-0.7	-1	-1.2	-12	0.4	0	.	1
57	COc1ccc(-c2cn[nH]c2-c2ccc(OC)cc2O)cc1	-3	2	.	-1	-2.2	11	-1.7	-4	4	1

# Some of the compounds tested. The share of hits here may be higher or lower than overall.
